PolyA inh = yeast polyadenylation inhibition. S. cerevisiae SKY197-pL101 polyadenylation reporter, beta-gal luminescence; efflux-impaired pdr1/pdr3 knockout yeast; score 100 = 6 SD above DMSO. calls only at 12 µM. 300,000 tested, 0.02% active. AID 1875;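 active means lowest replicate activity score at least 50, where 100 means six control SD above control mean; inconclusive means lowest score under 50 but half or more replicates reach 50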;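 further: yeast exposed to compound for 9 h at 30 °C; higher score means more reporter readthrough which indicates perturbed polyadenylation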
GSK3beta inhib = human GSK3beta kinase inhibition; GST-GSK3beta kinase, ADP-Glo luminescence, 60 min; hits give low values; 300,000 tested, 0.038% active; activity score (negative = inhibition), % at 10 µM; P49841; AID 2097;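 active means more than half of replicate wells score below -50%, meaning over 50% inhibition versus plate controls; inconclusive means some replicates but at most half score below -50%; inactive means no replicate scores below -50%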;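 further: 0% = median DMSO wells and -100% = median GW8510 positive control wells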
Target sequence (P49841 whole entry, looked up): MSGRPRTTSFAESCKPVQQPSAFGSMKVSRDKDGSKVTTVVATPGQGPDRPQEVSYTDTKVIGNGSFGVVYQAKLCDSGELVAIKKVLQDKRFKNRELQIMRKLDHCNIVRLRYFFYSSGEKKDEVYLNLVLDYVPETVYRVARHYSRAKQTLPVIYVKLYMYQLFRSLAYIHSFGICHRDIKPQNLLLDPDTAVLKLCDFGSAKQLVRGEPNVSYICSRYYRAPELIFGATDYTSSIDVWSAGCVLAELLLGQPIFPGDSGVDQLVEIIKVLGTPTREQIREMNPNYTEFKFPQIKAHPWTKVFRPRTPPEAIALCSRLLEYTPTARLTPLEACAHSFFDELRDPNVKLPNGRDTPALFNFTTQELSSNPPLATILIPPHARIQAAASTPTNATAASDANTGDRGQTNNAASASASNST
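test system = GST-tagged human GSK3beta kinase, cell-free | reagent = 25 µM ATP with peptide substrate | dosing = one dose of 10 µM per compound | schedule = 60 min reaction, RT | detection = luminescent ADP-Glo measurement of ADP formed | control set = DMSO neutral wells and GW8510 at 20 µM as positive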
HSF-1 act = increases HSF-1 driven luciferase reporter signal | NIH3T3-HGL HSF-1 luciferase reporter, MG132, 8 h; 100% = twice DMSO control signal | activation, % at 9 µM | 300,000 tested, 1.7% active;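 active means mean replicate activation of at least 50% with a set share of replicates each reaching 50%; inconclusive means only one of those two conditions met; inactive means mean below 50% and too few replicates reaching it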;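 further: 0% = median of the neutral control wells and 100% = twice that signal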
HDAC3 inhib = human HDAC3 inhibition; inhibition, % at 8.3 µM; recombinant HDAC3, fluorogenic peptide/trypsin coupled, fluorescence; O15379; 320,000 tested, 0.15% active; AID 2718; in the data active means inhibition above about 26%, passing the limit was not always enough; inconclusive means no clear call, values can overlap the other calls
AI-2 QS mod = modulates the Vibrio harveyi AI-2 quorum sensing system; Vibrio harveyi JMH597 AI-2 luminescence/OD600 ratio, 9 h; hits give low values; strain lacks LuxN and CqsS sensors; 0 = neutral-control median; activity change, % at 7.5 µM; 300,000 tested, 0.4% active; AID 2094; in the data active means activity change below about -75%, passing the limit was not always enough; inconclusive means no clear call, values can overlap the other calls;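 further: luminescence divided by OD600 gain over 9 h not by final OD600 alone; inactives centre near 13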
Platelet DG rel = modulates dense granule release in human platelets. human platelet-rich plasma, SFLLRN dense granule ATP release, luminescence. inhibition, %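 (compounds screened at 7.5 µM in platelet-rich plasma)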. 300,000 tested, 0.22% active. AID 1663;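 active means mean replicate score, as percent of positive control, at or above 50; inconclusive means mean below 50 but at least one replicate at or above 50; inactive means mean and every replicate below 50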
HSP90 refold inh = blocks HSP90-mediated luciferase refolding in reticulocyte lysate | Rabbit reticulocyte lysate, luciferase refolding luminescence, 3 h | inhibition, % at 5.6 µM | 290,000 tested, 0.91% active;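 active means inhibition above the screen-wide mean plus 3 SD, computed separately per campaign, cut at about 16% in these data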;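 further: 0% = DMSO wells and 100% = 60 µM geldanamycin wells; inhibitors lower the luminescence because luciferase stays unfolded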
HSF1 inh = HSF1 inhibition; NIH3T3-HGL HSE-luciferase, MG132-induced, luminescence 8 h; hits give low values; activity change, negative = inhibition, % at 7.5 µM (by protocol); 300,000 tested, 0.77% active; AID 2098;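 active means more than half of replicate wells show activity change below -50%, luminescence cut by over half; inconclusive means some wells, but at most half, below -50%; inactive means no replicate well below -50%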;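 further: luciferase reports HSF-1 transcriptional activity via heat shock element; 0% = median of DMSO wells and -100% = zero luminescence signal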
DYRK1A inh = inhibitors of rat Dyrk1A kinase. AID 504441. inhibition, % at 12.5 µM. ADP-Glo luminescence, NFATc1 peptide. Q63470. 310,000 tested, 0.43% active; in the data active means inhibition above about 50%;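 further: plate controls were vehicle with enzyme for no effect and no enzyme for full effect; many of its hits are not listed in these tables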
GSK3A inh = blocks human GSK-3 alpha kinase; P49840; ADP-Glo luminescence, 60 min; inhibition, % at 10 µM; 320,000 tested, 0.1% active;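 in the data active means inhibition above about 50%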;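 further: GST-tagged GSK-3 alpha with peptide substrate and 25 µM ATP; 0% = DMSO neutral wells and 100% = GW8510 positive control wells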
Target sequence (P49840 whole entry, looked up): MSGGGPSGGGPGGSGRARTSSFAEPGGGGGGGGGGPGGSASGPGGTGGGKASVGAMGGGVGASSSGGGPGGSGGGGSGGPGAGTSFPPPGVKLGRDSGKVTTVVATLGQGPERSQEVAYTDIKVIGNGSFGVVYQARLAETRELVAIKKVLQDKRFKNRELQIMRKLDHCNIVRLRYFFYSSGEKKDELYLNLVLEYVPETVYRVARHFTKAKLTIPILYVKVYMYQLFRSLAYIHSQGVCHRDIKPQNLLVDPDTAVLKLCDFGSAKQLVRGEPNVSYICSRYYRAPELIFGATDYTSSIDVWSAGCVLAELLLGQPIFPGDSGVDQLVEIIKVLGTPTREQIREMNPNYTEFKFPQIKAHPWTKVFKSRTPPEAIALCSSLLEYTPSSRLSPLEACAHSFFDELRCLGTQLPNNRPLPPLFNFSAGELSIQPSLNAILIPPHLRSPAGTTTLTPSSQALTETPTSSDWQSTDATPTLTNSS
Numbers without * were called inactive; i = inactive; ? = inconclusive; nt = no result given. The list is partial; count on the stated rates, not on these rows.

item	DYRK1A inh	PolyA inh	Compound	GSK3A inh	HDAC3 inhib	HSF-1 act	GSK3beta inhib	HSF1 inh	HSP90 refold inh	AI-2 QS mod	Platelet DG rel
1	-6	i	CCc1nc2ccc(C(=O)N3CCN(c4ccc([N+](=O)[O-])cc4)CC3)cc2nc1CC	0	2	60*	-1	24	-2	15	-5
2	-2	i	COc1cc(S(=O)(=O)Nc2ccccc2C)ccc1NC(=O)c1ccncc1	3	-5	5	-5	-2	1	26	-2
3	-1	i	CCOc1ccc(/C=C/C2=CC(C)(C)NC(=S)N2)cc1	3	5	19	2	4	7	39	-4
4	9	i	CN(c1ccccc1)c1nccc(=O)[nH]1	-2	-12	-4	-1	-2	nt	9	5
5	-8	i	CCOC(=O)c1c(-c2ccccc2)csc1NC(=O)/C(C#N)=C/c1ccc(O)c(OC)c1	-1	1	14	44	0	2	0	6
6	-4	i	COc1ccc(CN2CCN(CC=C(C)C)C(CCO)C2)cc1Cn1cccn1 (centres undefined)	-2	-3	6	1	-3	-4	22	13
7	-3	i	Cc1ccc2cccc(OC(=O)c3ccc4c(c3)OCCO4)c2n1	2	-3	-53	-3	-39	0	17	-2
8	1	i	CCC(CC)C(=O)Nc1cccc(C(=O)N2CCCCCC2)c1	0	-3	11	1	-5	5	6	-2
9	-1	i	Nc1nc(Cl)cc(NCCc2ccc(O)cc2)n1	-5	1	-4	3	-7	-1	4	8
10	2	i	c1ccc(-c2ccc(-c3nc(-c4ccncc4)no3)cc2)cc1	-6	0	47	7	18	-8	21	23
11	nt	i	COc1ccc(CNC(=S)N/N=C(/C)c2ccccc2)cc1	-1	5	25	-2	19	1	-15	-2
12	1	i	Cc1c(NC(=O)c2ccc(F)cc2)c(=O)n(-c2ccccc2)n1C	-2	-1	1	1	-2	-4	26	-15
13	34	i	CC(C)C[C@@H](C(=O)O)N(Cc1cccc(CN([C@@H](CC(C)C)C(=O)O)S(C)(=O)=O)c1)S(C)(=O)=O	-2	-4	5	-1	-6	-4	15	0
14	-1	i	COc1ccccc1N1CCN(/N=C/C=C\c2ccco2)CC1	-2	15	80*	1	55	0	1	19
15	14	i	O=C(O)c1ccc(Sc2nnnn2-c2ccccc2)c([N+](=O)[O-])c1	-2	0	-36	0	-12	-3	21	1
16	-4	i	COc1ccc(NC(=O)CCN2CCN(c3ccccc3F)CC2)c(OC)c1	4	0	34	-2	0	-5	13	4
17	-4	i	O=C(NCCC1=CCCCC1)C1CCN(c2nnc(-n3cccc3)s2)CC1	-1	1	5	-1	1	0	28	25
18	21	i	COc1cccc(NC(=O)Nc2ccncc2)c1	1	0	4	-1	-6	2	10	4
19	0	i	CN(C)CCNC(=O)C(=O)NCC1OCCN1S(=O)(=O)c1cc(F)ccc1F (centres undefined)	1	-1	-11	-2	-3	-3	13	-7
20	9	i	O=S(=O)(/C=C/c1ccccc1)N1CCN(c2nc(-c3cccnc3)nc3ccccc23)CC1	-2	11	-13	2	6	5	25	5

Records listed so far shown as hits in HSF-1 act:
item	DYRK1A inh	PolyA inh	Compound	GSK3A inh	HDAC3 inhib	HSF-1 act	GSK3beta inhib	HSF1 inh	HSP90 refold inh	AI-2 QS mod	Platelet DG rel
1	-6	i	CCc1nc2ccc(C(=O)N3CCN(c4ccc([N+](=O)[O-])cc4)CC3)cc2nc1CC	0	2	60*	-1	24	-2	15	-5
14	-1	i	COc1ccccc1N1CCN(/N=C/C=C\c2ccco2)CC1	-2	15	80*	1	55	0	1	19

The listing continues:
item	DYRK1A inh	PolyA inh	Compound	GSK3A inh	HDAC3 inhib	HSF-1 act	GSK3beta inhib	HSF1 inh	HSP90 refold inh	AI-2 QS mod	Platelet DG rel
21	6	i	CN(/N=C/c1ccc2c(c1)OCO2)c1nc(N2CCOCC2)nc(N2CCOCC2)n1	-1	-4	8	6	2	3	44	0
22	5	i	CCOc1ccc2ccccc2c1C(=O)N1CCN(c2ccccc2)CC1	-2	3	16	4	3	-1	55	7
23	-1	i	O=C(NCC1(c2ccccc2)CCCC1)c1ccc(Br)cc1	0	10	38	1	14	2	16	6
24	7	i	CC(NC(=O)c1ccncc1)c1ccc(Cl)cc1Cl (centres undefined)	1	-8	-6	-1	2	-4	14	-2
25	3	i	Cc1ccc(CN2CCCNC2=O)cc1	nt	7	-6	3	2	-6	22	0
26	12	i	Cc1cc(C)cc(OCC(=O)OCC(=O)Nc2c(C)n(C)n(-c3ccccc3)c2=O)c1	-3	9	-41	3	-16	-2	18	21
27	9	i	CC(C)(C)c1ccc(C(=O)N2CCC(C(=O)NCC3CCCO3)CC2)cc1 (centres undefined)	-2	2	-2	4	1	3	22	-3
28	-3	nt	Cn1c(Cl)c(C(=O)Nc2ccccc2)c2ccccc21	0	1	nt	nt	nt	-3	nt	nt
29	-3	i	COc1cc(NC(=O)CCCNC(=O)Cn2cnc3sc4c(c3c2=O)CCCC4)cc(OC)c1OC	1	1	-7	-1	-3	-3	33	3
30	1	i	CC(C)(C)c1cc(C(=O)Nc2cccc3ccccc23)ccn1	0	5	1	-1	-11	-4	11	4
31	-6	i	CCc1c2ccccc2nn1-c1ccccc1C(=O)C(C)=O	2	-2	-1	2	-2	-1	-4	-7
32	-1	i	CCN(c1ccccc1)S(=O)(=O)c1ccc(C(=O)Nc2nnc(C3CC3)o2)cc1	1	5	15	1	-8	-1	25	15
33	9	i	CCN(CC)C(=O)C1CCCN(Cc2ccc(F)c(F)c2)C1 (centres undefined)	-2	4	-12	1	1	3	3	23
34	10	i	S=c1[nH]nc(-c2cc(-c3ccsc3)n[nH]2)n1-c1cccc2ccccc12	3	12	3	-2	0	2	64	-10
35	-10	i	NS(=O)(=O)c1ccc(CNc2ncnc3sccc23)cc1	0	-1	-10	0	-2	3	20	4
36	-3	i	Cn1c(=O)c2c(nc(NCCNC(=O)c3ccco3)n2Cc2ccccc2)n(C)c1=O	3	4	10	2	-4	0	28	-4
37	8	i	CC(=O)N1CCN(C(=O)c2cc3ccccc3o2)CC1	4	-1	-6	-1	0	-3	10	5
38	1	i	O=C(CCn1nnc2ccccc21)NNC(=O)C1CCCCC1	-2	0	-13	3	0	-1	9	-2
39	-3	i	CN(C)c1ccc(/C=C/c2c([N+](=O)[O-])c(=O)n(C)c(=O)n2C)cc1	nt	nt	16	-2	14	3	31	-5
40	7	i	CC(C)(C)NC(=O)CSc1nc(-c2ccc(F)cc2)cs1	-2	5	42	3	27	1	14	-4

Rewritten with two lines to a compound: part of the list above
The line under a structure holds: DYRK1A inh	PolyA inh	GSK3A inh	HDAC3 inhib	HSF-1 act	GSK3beta inhib	HSF1 inh	HSP90 refold inh	AI-2 QS mod	Platelet DG rel
#26 Cc1cc(C)cc(OCC(=O)OCC(=O)Nc2c(C)n(C)n(-c3ccccc3)c2=O)c1
 : 12	i	-3	9	-41	3	-16	-2	18	21
#27 CC(C)(C)c1ccc(C(=O)N2CCC(C(=O)NCC3CCCO3)CC2)cc1 (centres undefined)
 : 9	i	-2	2	-2	4	1	3	22	-3
#28 Cn1c(Cl)c(C(=O)Nc2ccccc2)c2ccccc21
 : -3	nt	0	1	nt	nt	nt	-3	nt	nt
#29 COc1cc(NC(=O)CCCNC(=O)Cn2cnc3sc4c(c3c2=O)CCCC4)cc(OC)c1OC
 : -3	i	1	1	-7	-1	-3	-3	33	3
#30 CC(C)(C)c1cc(C(=O)Nc2cccc3ccccc23)ccn1
 : 1	i	0	5	1	-1	-11	-4	11	4

Structural class: the entries above with a Cl atom.
item	DYRK1A inh	PolyA inh	Compound	GSK3A inh	HDAC3 inhib	HSF-1 act	GSK3beta inhib	HSF1 inh	HSP90 refold inh	AI-2 QS mod	Platelet DG rel
9	-1	i	Nc1nc(Cl)cc(NCCc2ccc(O)cc2)n1	-5	1	-4	3	-7	-1	4	8
24	7	i	CC(NC(=O)c1ccncc1)c1ccc(Cl)cc1Cl (centres undefined)	1	-8	-6	-1	2	-4	14	-2
28	-3	nt	Cn1c(Cl)c(C(=O)Nc2ccccc2)c2ccccc21	0	1	nt	nt	nt	-3	nt	nt

Further structures:
item	DYRK1A inh	PolyA inh	Compound	GSK3A inh	HDAC3 inhib	HSF-1 act	GSK3beta inhib	HSF1 inh	HSP90 refold inh	AI-2 QS mod	Platelet DG rel
41	5	i	Cc1ccc(CS(=O)(=O)CCC(=O)NCCCN2CCCC2)cc1	1	3	8	2	-2	7	23	-1
42	25	i	COC(=O)c1nn(-c2ccc3c(c2)CCN3C(C)=O)cc1O	-26	-131	-61	-3	-58*	85*	1	52*
43	2	i	Cc1ccc(Cl)cc1NC(=O)C(Cc1ccccc1)N1C(=O)C2C3CCC(C3)C2C1=O (centres undefined)	-1	14	-4	1	4	-5	19	-4
44	-3	i	COc1ccccc1CCNC(=O)C1CCN(c2nnc(C)c3c(C)n(-c4ccc(C)cc4)nc23)CC1	5	-3	13	-2	7	-3	31	14
45	-2	i	O=C(Nc1ccccc1C(=O)NCc1ccccc1)C1=CSCCO1	-1	-6	12	-2	-3	-2	12	2
46	1	i	CCOC(=O)c1cnc(-n2nc(C)cc2C)nc1NCCc1ccccc1	2	4	3	1	6	1	34	8
47	1	i	CC1c2ccccc2N(NC(=O)Cc2ccccc2)C1C (centres undefined)	-3	5	18	-4	1	7	15	6
48	-3	i	COc1cccc(CNCCc2c[nH]c3ccccc23)c1OCc1ccccc1	3	-1	-12	-6	-8	5	19	1
49	2	i	CC(=O)OC[C@H]1O[C@@H](n2ccc(=O)[nH]c2=S)C(OC(C)=O)C1OC(C)=O (some centres undefined)	3	2	-2	-2	-10	0	20	-1
50	1	i	CCn1c(CCCNC(=O)c2ccco2)nc2ccccc21	1	2	-3	4	-8	3	0	8
51	-4	i	Cc1nn(Cc2cccc(F)c2)c(C)c1NC(=O)c1c(Cl)cnn1C	0	2	-2	0	0	-2	5	7
52	11	i	Cc1cc(C)nc(SCC(=O)c2ccc(F)c(C)c2)n1	0	-10	-15	nt	1	3	nt	-2
53	13	i	CCN1CCN(C(C)C(=O)Nc2c(C)n(C)n(-c3ccccc3)c2=O)CC1 (centres undefined)	-23	-2	-25	nt	-8	-2	nt	-2
54	1	i	Cc1ccc(-n2ncc3c(=O)n(CC(=O)OCc4ccccc4)cnc32)cc1	-2	2	6	1	2	1	1	4
55	-7	i	CCC(CC)NC(=O)c1nn(Cc2ccccc2)c(=O)c2ccccc12	-1	2	13	2	10	-1	25	-32
56	-2	i	CCCCN(CC)CCNC(=O)c1cn(-c2ccc(Cl)cc2)c(=O)c2ccccc12	0	?	-8	0	3	-3	27	-2
